ERp5 inh: ERp5 (human) disulfide isomerase inhibition; 0.05% of 350,000 active; ERp5 insulin aggregation, absorbance 650 nm, 90 min; Q15084; inhibition, % at 9.99 µM;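 active = mean replicate inhibition above about 25%, with every replicate also reaching it, limit read from the data, passing the limit was not always enough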
SIRT5 inh: inhibitors of human sirtuin-5 desuccinylase; Q9NXA8; Purified SirT5, succinyl-peptide AMC, trypsin-coupled fluorescence; inhibition, % at 15 µM; 1.1% of 330,000 active; in the data active = inhibition above about 15%
DENV2 CPE: protects cells from dengue virus 2 cytopathic effect. DENV2-infected cells, cytopathic effect rescue, plate reader. AID 651640. CPE inhibition, % at 9.99 µM. 1.7% of 350,000 active; in the data active = CPE inhibition above about 20%, passing the limit was not always enough; tested in BHK-21 cells;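 note: 0% = median of neutral control wells and 100% = median of positive control wells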
miR-122 sensor: inhibitors of miR-122 in Huh7 cells; Huh7 miR-122 Renilla luciferase sensor, 48 h; neutral wells = 0, positive control = 100; activation (reporter increase), % at 12.5 µM; 0.3% of 340,000 active;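 active = mean replicate activation score at least 90 and every replicate individually at or above 90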;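 note: higher luciferase means less miR-122 activity so hits act as miR-122 inhibitors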
CASP6 VEID inh: inhibitors of human caspase-6. P55212. purified caspase-6, Z-VEID-R110 cleavage fluorescence. inhibition, % at 12.5 µM. 0.53% of 350,000 active. AID 686996;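 active = mean inhibition across replicates at least about 35%, with every replicate also reaching that limit, limit read from the data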;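 note: 0% = median of neutral control wells and 100% = no fluorescence left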
F508del corr: CFTR F508del correction in bronchial cells; CFBE cells, YFP halide quenching; stimulated with forskolin plus potentiator P3; % fluorescence drop versus neutral controls; activity (quench increase), % at 7.58 µM; 0.36% of 350,000 active;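 active = mean added fluorescence quench of at least 8% versus neutral control, with both replicates also reaching 8%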;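 note: cells transiently co-express mutant CFTR-F508del with the halide-sensitive YFP; corrector assay measuring rescue of mutant channel to the surface after 24 h compound exposure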
ERAP1 HTS inh: ERAP1 (human) enzyme inhibition; Q9NZ08; recombinant ERAP1, Leu-AMC fluorescence, 60 min; inhibition, % at 10.7 µM; 0.15% of 340,000 active;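 active = mean replicate inhibition of at least 30%, or all replicates individually reaching that 30% level; inactive = mean below 30% and not every replicate reaching it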;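 note: 0% = neutral control wells and 100% = L-leucinethiol positive control wells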
* = called active by the depositor; / = not tested or not shown; [ ] = dose if it differs, or a comment. An unsorted share of the library. Share with any hit: about 4%.

Values run as follows: ERp5 inh	SIRT5 inh	DENV2 CPE	miR-122 sensor	CASP6 VEID inh	F508del corr	ERAP1 HTS inh
- C[C@H]1CN([C@@H](C)CO)C(=O)Cc2cc(NC(=O)NC3CCCCC3)ccc2O[C@@H]1CN(C)C(=O)NC1CCCCC1
 : 0	-1	-2	-5[16.7 µM]	/	0.8	3
- C[C@H]1CN([C@@H](C)CO)C(=O)c2c(c3ccccc3n2C)-c2ccccc2CO[C@H]1CN(C)Cc1ccc2c(c1)OCCN2C
 : -4	14	0	/	1	2.2	2
- CC(C)NC(=O)Nc1cccc2c1O[C@@H](CN(C)Cc1ccccc1)[C@@H](C)CN([C@H](C)CO)C2=O
 : 5	/	-7	15[16.7 µM]	0	-0.8	-2
- CC1(C)Cc2cccc(Oc3ccc(S(=O)(=O)N4CCCCC4)cn3)c2O1
 : -2	-4	/	-4	-3	-5.5	-5
- CN(C)c1ccc(C(=S)N2CCN(c3ccc([N+](=O)[O-])cc3)CC2)cc1
 : 2	0	2	-7	-4	-0.4	0
- COc1ccc(N2CCN(CCN3C(=O)c4ccccc4C3=O)CC2)cc1
 : -4	/	-6	/	1	2.2	4
- N#Cc1ccc(NC(=O)Cn2cnc(S(=O)(=O)N3CCCC3)c2)cc1
 : 3	-1	2	10	-1	0.4	-1
- COC(=O)c1cccc(NC(=O)CCCN2C(=O)NC3(CCCC3)C2=O)c1
 : 6	1	2	-3	8	1.1	1
- COCCCC1CCN(C(=O)C2CCC(=O)N(Cc3cccc(F)c3)C2)CC1 (stereo not given)
 : -7	1	7	-3	2	0.9	0
- CC=Cc1ccc2n(c1=O)C[C@@H]1[C@@H](CO)[C@H](C(=O)N3CCC(Cc4ccccc4)CC3)N(CCC)[C@H]21 (mixture of isomers)
 : -2	0	17	/	1	-3.9	-5
- C[C@H](CO)N1C[C@H](C)[C@@H](CN(C)C(=O)Nc2ccc3c(c2)OCO3)Oc2ccc(NS(C)(=O)=O)cc2CC1=O
 : 1	4	31*	4[16.7 µM]	-1	-0.5	-8
- CC1CC(=NNC(=O)C2COc3ccccc3O2)CC(C)(C)C1 (stereo not given)
 : -2	-1	2	-9	3	-0.1	3
- O=c1c([N+](=O)[O-])c(O)c2cccc3c2n1CCC3
 : 3	1	-2	-3	4	-0.8	3
- COc1ccc(OC)c(/C=N/NC(=O)Cc2nc3ccccc3[nH]2)c1
 : 2	-5	-4	1	9	/	1
- CCNC(=O)C[C@@H]1CC[C@H]2[C@H](COc3ccc(NC(=O)Nc4ccccc4Cl)cc3C(=O)N2C)O1
 : -2	-4	-3	8[16.7 µM]	-1	-0.6	3
- Cc1cc(C)c(OCCCCN2CCC(C)CC2)c(Br)c1
 : 6	-7	-8	/	-4	-2.5	2
- C[C@@H]1CCCCO[C@@H](CN(C)CC2CCCCC2)[C@H](C)CN([C@@H](C)CO)C(=O)c2cc(NC(=O)C3CCCCC3)ccc2O1
 : -4	-4	-2	-14[16.7 µM]	2	2.4	0
- CN(C(=O)COC(=O)/C=C/c1ccc(Cl)c(Cl)c1)c1c(N)n(Cc2ccccc2)c(=O)[nH]c1=O
 : 2	-2	-9	-1	-2	-0.5	-4
- CC(C)=CC(=O)NCC1CCN(C(=O)C(=O)c2cc3ccccc3o2)CC1
 : 5	/	15	/	1	-0.5	2
- Cc1ccc(NC(=O)CCN2CC(C)OC(C)C2)cc1C (stereo not given)
 : -1	2	-1	2	1	-1.5	0
- COc1ccc(S(=O)(=O)Nc2ccc3c(c2)C(=O)N([C@H](C)CO)C[C@H](C)[C@@H](CN(C)C(=O)NC2CCCCC2)OCCCC[C@@H](C)O3)cc1
 : -3	1	6	-1[16.7 µM]	2	0.1	-3
- CN(C)C(=O)c1cccc(COc2ccc(N3C(N)=NC(N)=NC3(C)C)cc2Cl)c1
 : 5	-7	-11	-9	-2	0.6	1
- C[C@@H]1CN([C@H](C)CO)C(=O)c2cccc(NC(=O)c3cnccn3)c2O[C@@H]1CN(C)Cc1ccc(C(=O)O)cc1
 : 6	3	0	-1[16.7 µM]	-2	3.9	0
- O=C(CCC1CCCCC1)NCCS(=O)(=O)N1CCN(c2ccccc2F)CC1
 : -4	3	4	/	-1	-2.8	-6
- O=C(Nc1ccccc1)NN1CC(=O)N(c2ccc(Cl)cc2)CC1=O
 : -4	-2	0	/	1	1.1	5
- O=C(c1cccc(Cl)c1)N1CCC(N2CCC(C(=O)N3CCOCC3)CC2)CC1
 : 2	-7	/	4	-7	-0.8	1
- COc1ccc(/C=N/N2CCN(c3ccccc3)CC2)cc1Br
 : 2	/	4	-6	0	7.6	2
- C/C=C/c1ccc([C@@H]2[C@H](CO)N(Cc3cccc(F)c3)C23CN(C(=O)CC)C3)cc1
 : 4	-1	-8	/	4	1.1	-5
- CCOC(=O)C1CC(c2ccccc2)=NNC1=O (stereo not given)
 : -1	-2	0	/	0	0.4	-4
- O=C(N/N=C/c1ccc(N2CCOCC2)s1)c1ccccc1Br
 : 2	-1	4	/	2	2.5	6
- O=C(CNC(=O)c1ccco1)Nc1ccc(N2CCCCCC2)cc1
 : -1	-1	-9	20	-2	2.0	-2
- CCC(=O)OCC(=O)c1cc(C)n(-c2ccc(Br)cc2)c1C
 : 1	-2	-4	4	-1	0.8	5
- O=C(NCc1ccncc1)C(=O)Nc1nc2ccccc2s1
 : 2	-3	/	/	12	-2.4	-6
- CC(NC(=O)COC(=O)C1CC1C)c1cccc(Cl)c1 (stereo not given)
 : 0	0	-9	/	2	-0.8	-3
- C[C@@H]1CN([C@H](C)CO)C(=O)c2cc(N(C)C)ccc2O[C@H]1CN(C)Cc1ccc(Oc2ccccc2)cc1
 : -7	-4	5	13[16.7 µM]	1	-0.4	1
- COC(=O)Cc1cccc2c(=O)c3ccccc3oc12
 : -1	-2	-1	-4	-4	0.9	/
- CN(c1ccccc1)S(=O)(=O)c1cccc(NC(=O)CN2C(=O)NC3(CCCC3)C2=O)c1
 : 2	-1	3	-2	3	2.8	5
- S=c1nc(C2CCCCC2)n(-c2ccccc2)[nH]1
 : -10	-3	4	3	1	/	-4
- O=C(NCC1CCCO1)C(=O)NCC(c1ccco1)N1CCN(c2ccccc2)CC1 (stereo not given)
 : -2	-7	0	0	1	2.8	3
- CCCCc1nnc(NC(=O)C23CC4CC(CC(NC(C)=O)(C4)C2)C3)s1
 : 6	0	-1	-5	-1	6.2	3
- O=C(CS)NCCCCCCNC(=O)[C@@H]1C[C@@H]2C(=O)NCC(=O)N2[C@@H]1c1ccc(O)cc1
 : 4	0	-7	/	0	-0.9	3
- O=C(N[C@H](C(=O)O)c1ccccc1)C1CCC(Cn2cnc3ccccc3c2=O)CC1 (stereo not given in full)
 : 3	-5	7	/	1	0.6	0
- CC(C)N(C(=O)[C@H]1C[C@H](CC(=O)NCC23CC4CC(CC(C4)C2)C3)C(=O)N2CCc3c([nH]c4ccc(Cl)cc34)[C@]12C)C(C)C
 : 3	11	0	-13	0	-1.9	-2
- CC(=O)c1ccc(NC(=O)C(=O)c2cn(CC(=O)N3CCCCC3)c3ccccc23)cc1
 : -2	9	3	-7	2	3.8	-1
- CCOC(=O)Cn1nnc(-c2ccc([N+](=O)[O-])cc2)n1
 : 5	-2	-2	/	12	-2.8	16
- CN(Cc1ccc(Cl)s1)C(=O)CN1C(=O)N(C)C2(CCCCC2)C1=O
 : 2	1	9	-6	4	-0.6	1
- C[C@@H]1CN([C@@H](C)CO)C(=O)c2cc(C#CC3CC3)cnc2O[C@@H]1CN(C)C(=O)Nc1ccccc1
 : -1	-2	5	-1[16.7 µM]	-2	-0.9	-2
- O=C(c1ccc2ncsc2c1)N1CCCC(C(F)(F)F)C1 (stereo not given)
 : -4	0	6	-4	-98	3.0	-4
- C[C@H]1CN([C@@H](C)CO)C(=O)c2cc(NS(=O)(=O)c3cccs3)ccc2O[C@@H]1CN(C)C(=O)Nc1ccccc1
 : 2	-2	22*	1[16.7 µM]	-4	-1.8	-2
- CCOC(=O)N1CCN(S(=O)(=O)c2ccc(C(=O)Nc3sc4c(c3C(N)=O)CCN(CC)C4)cc2)CC1
 : -13	-1	-2	-3	-2	2.0	10
- Cc1cc(=O)oc2c3c(cc(OCC(=O)NCC(=O)N[C@H](C(=O)O)C(C)C)c12)OC(C)(C)CC3
 : 2	-71	1	-6	-2	/	1
- COc1ccc(C(O)c2ncc(-c3cccc(C(F)(F)F)c3)[nH]2)cc1 (stereo not given)
 : 2	/	-3	25	5	1.3	-1
- Cn1c(Cn2nnc3ccccc32)nnc1SCC(=O)N1c2ccccc2Sc2ccccc21
 : 4	-1	/	-3	2	-0.4	4
- CC=Cc1ccc2n(c1=O)C[C@H]1[C@H](CO)[C@@H](C(=O)NCc3ccc(F)cc3)[C@@H]2N1CCC (mixture of isomers)
 : -2	0	-3	/	0	/	1
- Cc1cc(C(=O)N/N=C/c2ccc([N+](=O)[O-])cc2)c(C)o1
 : 1	-5	-2	0	0	0.2	0
- Cc1cccc(NC(=O)c2cnn(-c3ccccc3)c2C)c1C
 : 1	-7	-1	-12	1	0.8	-1
- COCCN(C(=O)c1ccc(C)o1)c1c(N)n(CC(C)C)c(=O)[nH]c1=O
 : -1	-6	3	-8	6	-3.0	3
- CCC1c2ccccc2C(=O)C1C(N)=O (stereo not given)
 : -7	/	-4	/	-8	0.5	2
- C[C@H](CO)N1C[C@H](C)[C@@H](CN(C)Cc2ccc(-c3ccccc3)cc2)Oc2ccc(NC(=O)Nc3ccc(F)cc3)cc2CC1=O
 : -1	-6	13	5[16.7 µM]	-1	0.9	1
- COc1cccc(CN2CC3(CN(S(C)(=O)=O)C3)c3c(n(C)c4cc(OC)ccc34)[C@H]2CO)c1
 : 1	9	5	/	0	-5.5	5

Full records from above.
Record of CCC(=O)OCC(=O)c1cc(C)n(-c2ccc(Br)cc2)c1C = ERp5 inh: 1; SIRT5 inh: -2; DENV2 CPE: -4; miR-122 sensor: 4; CASP6 VEID inh: -1; F508del corr: 0.8; ERAP1 HTS inh: 5
Record of CCC1c2ccccc2C(=O)C1C(N)=O (stereo not given) = ERp5 inh: -7; SIRT5 inh: /; DENV2 CPE: -4; miR-122 sensor: /; CASP6 VEID inh: -8; F508del corr: 0.5; ERAP1 HTS inh: 2

Remaining list, next part:
Values run as follows: ERp5 inh	SIRT5 inh	DENV2 CPE	miR-122 sensor	CASP6 VEID inh	F508del corr	ERAP1 HTS inh
- Cc1ccccc1N1CCN(C2CCCN(C(=O)c3cc(CC(C)C)nn3C)C2)CC1 (stereo not given)
 : -3	-2	11	-4	1	0.8	4
- COc1ccc(N(CC(=O)NC2CCCCC2)C(=O)CNC(=O)c2cccs2)cc1OC
 : -1	0	-7	-15	/	-1.7	4
- O=C(COC(=O)COc1ccc(Cl)cc1Br)NCc1cccs1
 : 3	4	-3	-3	1	1.3	0
- CC=Cc1ccc2n(c1=O)C[C@@H]1[C@@H](CO)[C@H](C(=O)NCC)[C@H]2N1C(=O)C1CC1 (mixture of isomers)
 : 0	-9	-11	/	2	/	-2
- COC(=O)c1sccc1N/N=C/c1ccc(OC)c(OC)c1OC
 : -1	-1	-1	-12	0	-0.7	-6
- CC(=O)c1c(C)n(-c2ccccc2Br)c2ccc(O)cc12
 : 1	-5	-3	/	2	2.1	3
- Cc1ccc(-c2nnc(-c3ccc4ccccc4c3)o2)cc1
 : 1	/	8	5	-1	-0.9	1
- CCC(=O)N[C@H]1CC[C@H](CC(=O)NCCN2CCCCC2)O[C@H]1CO
 : -4	-4	-4	-9[16.7 µM]	-6	0.5	2
- Cc1cccc(OCCCC(=O)Nc2nnc(C3CCCO3)s2)c1C (stereo not given)
 : 4	0	0	1	-8	2.1	0
- O=C(NCc1cccnc1)c1cc2nc(-c3ccc4c(c3)OCO4)cc(C(F)(F)F)n2n1
 : -2	-11	-3	-1	-1	2.3	2
- Cc1ccccc1S(=O)(=O)N(C)C[C@@H]1OCc2cn(nn2)CCCC(=O)N([C@@H](C)CO)C[C@@H]1C
 : -9	-5	-2	4[16.7 µM]	0	5.2	1
- O=C(Oc1c(Cl)cc(Cl)c2ccccc12)N1CCCC1
 : 2	0	/	2	5	/	4
- Cc1cccc(C)c1OCC(N)C(C)C (stereo not given)
 : 0	0	2	1	-1	-0.1	105*
- COC(=O)C(C)NC(=O)CNS(=O)(=O)c1ccc(F)cc1 (stereo not given)
 : 2	-4	4	5	-4	-2.3	-7
